# Assay outcomes from PubChem BioAssay.
# MT stabilize HCS – microtubule stabilizers in HeLa cells; HeLa tubulin immunostaining HCS, 24 h; share of cells brighter than vehicle mean+2SD; % tubulin-high responders, % at 10 µM; 200,000 compounds, 0.83% hits; AID 2205;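 active = plate Z-score above 3 for both tubulin-high and condensed-nucleus cell shares, with cell loss under 80%, at 10 µM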;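 also: anti alpha tubulin signal scored within the nucleus-defined area of each cell; some results filed as inactive read as strong as hits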
# Hep lipid drop – modulators of hepatic lipid droplet formation; AML12 mouse hepatocytes, oleate lipid droplets, BODIPY imaging; inhibition, % at 6.5 µM; 240,000 compounds, 0.4% hits; AID 1656;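 active = lipid droplet intensity inhibited by at least 50%, with more than 500 cells counted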
#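 Assay system: AML12 hepatocytes (mouse); Probe or stimulus: oleic acid at 100 µM to induce lipid droplet formation; Dosing: compound at 6.5 µM only; Schedule: compound with oleate, overnight; Detection: fluorescence imaging, 20x objective, two fields per well; Measure: % inhibition of lipid droplet signal.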
# Autophagy mod – alters autophagy in cells | AID 463193 | 190,000 compounds, 0.98% hits | calls only at 10 µM (by protocol) | MEF GFP-LC3 puncta imaging; test concentration mostly 10 µM;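 active = percentage of spot-positive cells more than 3 SD above its plate mean, without a fluorescence outlier flag or 80% toxicity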;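 also: spot-positive cell cutoff set from DMSO-treated cells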
# West Nile virus CPE – inhibition of WNV-induced cytopathic effect – cell-based, CPE readout (AID 1621); West Nile virus-infected cells, CPE inhibition; higher % means a stronger effect; one-dose CPE inhibition, % at 10 µM; IC50 in µM for titrated hits; 290,000 compounds, 0.02% hits; in the data active = a potency from the dose series; also: strong numbers were not always called active
# T cell HTS – T cell immune modulation candidate; 330,000 compounds, 0.068% hits; calls only at 7 µM; 2C CD8+ T cell-vesicle binding, flow cytometry; stronger effect = lower value;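 active = response, share of CD8 T cells binding vesicles, and their 90th percentile fluorescence all below set limits, cut at about 80% in these data, passing the limit was not always enough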
#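 Test system: purified 2C TCR transgenic mouse naive CD8+ T cells. Probe or stimulus: QL9-peptide-loaded Drosophila micro-vesicles bearing Ld, ICAM-1 and B7-1. Incubation: binding step 1.5 h, 37 °C, antibody labelling 20 min, ice. Measured by: flow cytometry of vesicle-bound cells.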
# Ins promoter up – MIN6 insulin promoter up-regulation | MIN6 insulin promoter-GFP reporter, high-content imaging; stronger effect = higher value | z-score at 5 µM | 190,000 compounds, 0.3% hits | AID 1625;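 active = z-score above 3 at 5 µM with at least 500 cells counted in the well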
# WT yeast gro inh – growth inhibition of WT yeast, mitochondrial fusion screen | mitochondrial fusion phenotypic screen, WT strain | inhibition, % at 10 µM | 190,000 compounds, 2.1% hits | AID 1362; in the data active = inhibition above about 58%; tested in S. cerevisiae
# b-catenin transl – modulators of beta-catenin nuclear translocation; HeLa beta-catenin nuclear translocation, immunofluorescence imaging; nuclear translocation activity, % at 5 µM; 190,000 compounds, 0.3% hits; AID 1665;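 active = nuclear translocation activity above 50% at 5 µM, with a well cell count of 50 or more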;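 also: per-cell ratio of nuclear to cytoplasmic median beta-catenin stain intensity; plate controls were DMSO negative control for no effect and GSK-3 inhibitor IX positive control for full effect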
#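 Signal – beta-catenin immunofluorescence imaging with DAPI · Test system – human HeLa cell line · Dosing – 5 µM primary single dose, 0.1% DMSO, 0.02–20 µM confirmation series · Measure – % activation, nuclear-to-cytoplasmic median beta-catenin signal ratio per cell · Incubation – 24 h compound exposure at 37°C, 5% CO2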
# Myeloid diff 2 – promotes myeloid progenitor differentiation. ER-HoxA9 myeloid progenitors, lysozyme-GFP differentiation, flow cytometry. calls only at 10 µM. 360,000 compounds, 1% hits;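 active = normalized GFP-positive differentiation at or above the plate's own cutoff, the solvent-only control mean plus 3 SD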;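 also: cells exposed to compound for four days before flow analysis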
# WT yeast gro inh mutant strain – second read-out of WT yeast gro inh, no call of its own (marks repeat the call); inhibition, %; mitochondrial fusion phenotypic screen, mutant strain inhibition
# Ins promoter up cell count – recorded beside Ins promoter up, whose call it bears; cell count; measured here: cytotoxicity, nuclei count;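 total cells summed across four imaged fields per well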
# Hep lipid drop cells 6.5 µM – further read-out of Hep lipid drop, marked with its call; cell count; measured here: cell count, cytotoxicity flag;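 cells counted across two imaged fields per well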
# b-catenin transl cell count 5 µM – further read-out of b-catenin transl, marked with its call; cell count; measured here: cell count, cytotoxicity flag
# T cell HTS vesicle-bound % – second read-out of T cell HTS, no call of its own (marks repeat the call); double positive events, %; measured here: CD8+ vesicle-bound cell fraction;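 binding gate set so that unloaded-vesicle control wells show 10% double positive cells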
# MT stabilize HCS Hoechst-high % – also measured in MT stabilize HCS; calls as there; % Hoechst-high responders; measured here: nuclear condensation Hoechst responders;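 share of cells brighter than vehicle mean plus two SD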
# MT stabilize HCS cytotoxicity % – second read-out of MT stabilize HCS, no call of its own (marks repeat the call); toxicity, %; measured here: cytotoxicity by cell density;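 0% = mean cell density of plate MIN control wells and 100% = no cells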
# Autophagy mod cell loss 18 h – further read-out of Autophagy mod, marked with its call; toxicity, %; measured here: cell loss, nuclei count;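 cell loss after 18 h compound exposure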
# Myeloid diff 2 GFP+ MAC1+ % – recorded beside Myeloid diff 2, whose call it bears; GFP+ MAC1+ double positive, %; measured here: differentiation confirmed by MAC1 staining
# Starred values were filed as active, the others as inactive; i = inactive; x = no result given; + = active, no number. Not a hit list; 3.9% or so of the library scored in one or more.
SMILES,MT stabilize HCS,MT stabilize HCS Hoechst-high %,MT stabilize HCS cytotoxicity %,Hep lipid drop,Hep lipid drop cells 6.5 µM,Autophagy mod,Autophagy mod cell loss 18 h,West Nile virus CPE,T cell HTS,T cell HTS vesicle-bound %,Ins promoter up,Ins promoter up cell count,WT yeast gro inh,WT yeast gro inh mutant strain,b-catenin transl,b-catenin transl cell count 5 µM,Myeloid diff 2,Myeloid diff 2 GFP+ MAC1+ %
O=C(c1cn(CC(=O)N2CCCC2)c2ccccc12)C1CCCCC1,4.7,3.2,11,x,x,i,-15,-0.5%,i,30,-0.1,1424,4,18,0.2,1152,i,0.8
CCOC(=O)CSc1nc2ccc(Nc3nc(N4CCOCC4)nc(N4CCOCC4)n3)cc2s1,4.4,2.6,8.4,-4,769,i,3,-0.1%,i,14,x,x,-4,-8,-0.2,995,i,1.0
Cc1cc(C)cc(N(CC(=O)NC2CCCCC2)C(=O)c2ccc(C)s2)c1,2.5,1.5,5.1,x,x,i,-19,-1.0%,i,56,-0.32,1453,7,-1,0.7,1321,i,6.0
CCCCC(=O)Nc1ccc(C(=O)Nc2ccc(OC)cc2[N+](=O)[O-])cc1,4.9,3.2,13,2,639,i,-4,-0.3%,i,43,-0.12,1464,9,-2,0.2,1174,i,0.2
O=C(CS(=O)(=O)c1cn(CC(=O)N2CCOCC2)c2ccccc12)NCc1ccccc1,x,x,x,-17,669,x,x,-0.2%,i,27,x,x,x,x,x,x,i,0.4
CSc1ccccc1C(=O)Nc1nccs1,3.6,2.3,4.9,-4,753,i,-43,0.4%,i,49,2.4,823,18,22,-5.1,1104,i,0.0
O=C(C1CCN(S(=O)(=O)c2cc(Cl)ccc2Cl)CC1)N1CCCC1,x,x,x,1,843,x,x,-0.2%,i,10,x,x,x,x,x,x,i,4.6
CC(=O)Oc1ccc(C(=O)OCC(=O)c2c(N)n(C)c(=O)n(C)c2=O)cc1OC(C)=O,9.1,1.0,5.0,4,673,i,2,1.8%,i,21,0.41,1511,1,5,-3.2,1104,i,0.7
c1ccc(Nc2n[nH]nc2-c2ccccc2)cc1,1.8,2.7,9.1,x,x,i,36,1.1%,i,54,0.69,1130,-6,10,-6.2,904,i,0.6
COc1ccccc1NC(=O)/C=C/c1cc([N+](=O)[O-])ccc1OC(F)F,x,x,x,21,749,x,x,-0.2%,i,35,-0.31,1061,x,x,-1.0,1279,i,0.3
CCc1ccc(N(CC(=O)Nc2ccccc2C(=O)N2CCOCC2)S(C)(=O)=O)cc1,4.5,3.3,0.5,-6,606,i,4,-0.4%,i,34,-0.02,1314,-3,-6,0.2,985,i,1.0
O=C(COC(=O)c1n[nH]c2ccccc12)NC(=O)NC1CCCC1,1.1,1.1,17,1,776,i,-5,0.1%,i,7,x,x,9,-18,-1.7,1182,i,0.6

# The closing 5 entries of the part above are carried over, then new ones follow.
SMILES,MT stabilize HCS,MT stabilize HCS Hoechst-high %,MT stabilize HCS cytotoxicity %,Hep lipid drop,Hep lipid drop cells 6.5 µM,Autophagy mod,Autophagy mod cell loss 18 h,West Nile virus CPE,T cell HTS,T cell HTS vesicle-bound %,Ins promoter up,Ins promoter up cell count,WT yeast gro inh,WT yeast gro inh mutant strain,b-catenin transl,b-catenin transl cell count 5 µM,Myeloid diff 2,Myeloid diff 2 GFP+ MAC1+ %
CC(=O)Oc1ccc(C(=O)OCC(=O)c2c(N)n(C)c(=O)n(C)c2=O)cc1OC(C)=O,9.1,1.0,5.0,4,673,i,2,1.8%,i,21,0.41,1511,1,5,-3.2,1104,i,0.7
c1ccc(Nc2n[nH]nc2-c2ccccc2)cc1,1.8,2.7,9.1,x,x,i,36,1.1%,i,54,0.69,1130,-6,10,-6.2,904,i,0.6
COc1ccccc1NC(=O)/C=C/c1cc([N+](=O)[O-])ccc1OC(F)F,x,x,x,21,749,x,x,-0.2%,i,35,-0.31,1061,x,x,-1.0,1279,i,0.3
CCc1ccc(N(CC(=O)Nc2ccccc2C(=O)N2CCOCC2)S(C)(=O)=O)cc1,4.5,3.3,0.5,-6,606,i,4,-0.4%,i,34,-0.02,1314,-3,-6,0.2,985,i,1.0
O=C(COC(=O)c1n[nH]c2ccccc12)NC(=O)NC1CCCC1,1.1,1.1,17,1,776,i,-5,0.1%,i,7,x,x,9,-18,-1.7,1182,i,0.6
COc1ccc(S(=O)(=O)N2CCC(C(=O)Nc3cccc(Cl)c3)CC2)cc1OC,3.8,2.4,4.7,x,x,i,14,-0.5%,i,68,-0.82,1409,11,-6,2.3,1364,i,6.8
Cc1nc(NC(=O)c2ccc3c(c2)OCO3)ccc1Br,3.3,2.4,3.9,-10,596,i,15,-0.7%,i,29,0.37,1413,1,7,-0.5,1494,i,0.3
COCCNC(=O)c1cc2c(-c3ccc(Cl)cc3)nn(C)c2s1,4.9,2.2,5.2,x,x,i,3,1.3%,i,38,-2.1,1000,13,4,x,x,i,1.1
O=C(CSCc1ccccc1)Nc1ccc(S(=O)(=O)N2CCOCC2)cc1,1.7,1.3,9.0,x,x,i,5,-0.1%,i,26,-0.15,1667,2,2,-0.8,1357,i,1.0
CN=C1SC(CC(=O)Nc2ccc(C(C)=O)cc2)C(=O)N1C (stereo unspecified),2.8,2.1,5.0,x,x,i,-9,0.2%,i,6,x,x,x,x,x,x,i,0.8
CCCCNC(=O)COC(=O)c1cc(C)oc1C,4.7,3.4,5.7,-12,655,i,-5,0.4%,i,25,-0.28,1335,-11,2,-1.3,1099,i,0.6
CCC(C(=O)c1ccc(O)cc1)c1ccccc1 (stereo unspecified),1.4,2.1,10,x,x,x,x,2.0%,i,0,-0.81,1269,7,0,-2.6,1369,i,0.7
COc1ccc(CNC(=O)C(OC(C)=O)c2ccccn2)cc1 (stereo unspecified),1.3,2.4,7.0,x,x,i,-49,-0.1%,i,39,x,x,2,-14,-3.8,997,i,0.8
C/C(=N\NC(=O)CCc1ccc(S(=O)(=O)N2CCOCC2)cc1)c1ccc(Br)cc1,5.8,1.7,7.9,0,610,i,5,-1.2%,i,26,0.17,1272,-4,6,-3.4,1120,i,0.7
COC(=O)c1cc2c(ccn2-c2ccc(F)cc2)n1CC(=O)C(C)(C)C,1.7,1.9,9.2,-4,664,i,-16,-1.5%,i,29,0.06,1483,5,10,0.3,1473,i,0.2
Cc1ccc(OCC(=O)Nc2ccc(N3CCN(C(=O)c4ccc(C)cc4)CC3)cc2)cc1,3.9,1.6,6.4,-8,713,i,31,-0.7%,i,19,x,x,-7,-4,-0.6,1014,i,0.3
COCCCNc1nc(=S)[nH]c2cc(OC)c(OC)cc12,3.1,2.3,12,x,x,i,10,0.1%,i,31,0.13,1576,-16,-16,-0.4,783,i,0.7
CCOC(=O)CSc1nnc(-c2ccco2)n1-c1ccc(C)cc1,4.1,3.6,3.4,-1,781,i,4,-0.5%,i,24,-0.54,889,-14,7,-3.9,1198,i,0.6
O=C(COC(=O)c1n[nH]c2ccccc12)NCc1ccccc1,4.6,2.9,7.2,5,719,i,2,0.9%,i,15,-0.62,947,-8,6,-1.5,1193,i,1.5
CC(=O)Nc1ccc(S(=O)(=O)N(C)Cc2ccccc2)cc1,1.2,2.7,2.6,6,702,i,-6,x,i,39,0.8,1129,-9,-22,-1.2,1105,i,0.2
COc1ccc2c(c1)cc1c(=O)n(CC(=O)NCCCOC(C)C)nc(C)n12,x,x,x,-9,786,x,x,-0.3%,i,48,x,x,x,x,x,x,i,0.9
COC(=O)c1ccc2c(c1)NC(=O)c1ccccc1S2,x,x,x,-1,697,x,x,0.0%,i,40,x,x,x,x,x,x,i,0.8
CNC(=S)NCC(O)c1ccc([N+](=O)[O-])cc1 (stereo unspecified),2.6,2.0,12,-17,653,i,-14,-0.4%,i,23,0.24,1275,-10,-5,-3.0,1017,i,0.3
COc1cc(/C(C)=N/NC(=O)CSc2nc3ccccc3[nH]2)ccc1O,x,x,x,-16,766,x,x,0.2%,i,27,-0.08,1140,x,x,-0.5,1251,i,0.3
COc1ccc(NC(=O)CN(C)Cc2c(F)cccc2Cl)cc1S(=O)(=O)N1CCCCC1,4.0,2.8,6.2,-26,697,i,-2,-0.8%,i,53,-0.19,1644,34,-29,4.5,910,i,1.0
COc1cc(CN2CCN(c3cccc(C)c3C)CC2)cc(OC)c1O,1.3,2.2,19,-12,800,i,3,-0.2%,i,42,0.5,1258,0,-17,-0.7,1244,i,0.4
CN(C)/C=C1\Oc2ccc3ccccc3c2C1=O,4.0,2.8,7.0,12,709,i,-8,x,i,40,0.1,1183,-1,-4,-0.6,1096,i,0.3
O=C(NN=C1C2CC3CC(C2)CC1C3)c1ccccc1O,x,x,x,-1,731,x,x,0.1%,i,38,-1.4,1355,x,x,0.4,1263,i,1.1
NNC(=O)c1[nH]c2ccc(Br)cc2c1-c1ccccc1,x,x,x,3,660,x,x,1.1%,i,61,0.31,1336,x,x,-0.7,1106,+,2.9*
CSc1ccc(/C=C(\C#N)C(=O)Nc2cccc(C)c2)cc1,6.3,2.5,11,-5,680,i,-11,0.2%,i,10,1.1,1406,-5,4,-1.2,1143,i,0.7

# Copied from the list:
# COc1cc(/C(C)=N/NC(=O)CSc2nc3ccccc3[nH]2)ccc1O | Ins promoter up: -0.08
# COc1cc(CN2CCN(c3cccc(C)c3C)CC2)cc(OC)c1O | WT yeast gro inh mutant strain: -17
